Assay outcomes deposited in PubChem BioAssay by National Center for Advancing Translational Sciences (NCATS).
D2 agonist – agonists of human D2 dopamine receptor. activation, % at 2 µM. P14416. 340,000 tested, 0.53% active. HEK293 T-REx D2 cells, calcium flux agonist mode;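 active = activation over 3 SD above normal in the single-dose calcium agonist read, cut at about 30% in these data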; also: 0% is about no effect
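Tetracycline-induced HEK293 Trex cells with D2 receptor force-coupled to calcium signaling, plated overnight at 30 C and loaded with no-wash calcium dye. Calcium flux read kinetically for 180 s after compound addition; responses flag agonists.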
TRHR agonist – TRH receptor (human) agonism. P34981. TRHR cells, calcium flux fluo-8, FDSS agonist mode. activation, % at 2 µM. 360,000 tested, 0.18% active; in the data active = activation above about 30%; also: 0% is about no effect
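Fluo-8-loaded TRHR cells; 10 s baseline, compound added, kinetic Ca2+ fluorescence read 1/s, agonist mode.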
mIDH1 inhibitor – inhibitors of human mutant IDH1 R132H | O75874 | IDH1-R132H enzyme, NADPH consumption, diaphorase/resazurin fluorescence | Potency, µM (series often up to 76.6 µM), for inactives: top-dose activity change, negative = inhibition, hits mostly inhibitors | 390,000 tested, 0.093% active; also: potency is read from the fitted curve at half-maximal effect; % is scaled to controls: 0 for no effect and ±100 for the full control effect; nearly all actives have a fitted effect of over 65% in size
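IDH1-R132H (0.5 ug/mL dispensed) in pH 7.5 Tris buffer was preincubated 30 min with compound, then given a substrate mix of 0.016 mM NADPH and 2 mM alpha-KG for 80 min at room temperature; remaining NADPH was read by diaphorase/resazurin fluorescence.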
D2 antag – D2 dopamine receptor (human) antagonism | 340,000 tested, 2% active | HEK293 TREx D2 cells, calcium flux, dopamine EC80 | P14416 | inhibition, % at 10 µM; in the data active = inhibition above about 30%; also: 0% is about no effect
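Calcium flux kinetic readout in an inducible HEK293 TREx D2 line plated overnight at 30 C. After 180 s compound exposure, an EC80 dopamine challenge follows with another 180 s kinetic read to detect antagonism.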
PI4K2A inh – blocks human PI4K2A kinase activity | activity change, negative = inhibition, % at 76.9 µM | purified PI4K2A, ADP-Glo luminescence, 1 h; stronger effect = lower value | Q9BTU6 | 420,000 tested, 0.13% active; in the data active = activity change below about -50%; inconclusive = mostly about -30% to -49%;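 also: -100% = wells without enzyme as full effect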
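PI4K2A activity was measured by ADP-Glo luminescence: enzyme (4 ug/mL stock) and phosphatidylinositol (1.2 mM stock) in Tris pH 7.5/MgCl2/EGTA/Triton X-100 buffer were reacted with ATP (300 microM stock) for one hour at ambient temperature.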
TrxR1 inh – rat TrxR1 inhibition; O89049; recombinant rTrxR1, NADPH fluorescence consumption, selenite substrate; Potency, µM (top dose mostly 114 µM), without a hit: at the highest dose activity change, negative = inhibition, most hits filed as inhibitors; 390,000 tested, 1% active; AID 588453; also: potency is read from the fitted curve at half-maximal effect; % is scaled to controls: 0 for no effect and ±100 for the full control effect; nearly all actives have a fitted effect of over 65% in size
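Rat TrxR1 (90 nM in the dispensed reagent) was pre-reduced with 400 uM NADPH for 5 min at room temperature, then incubated with compound for 15 min. After 400 uM selenite was added, NADPH fluorescence (Ex 340/Em 450 nm) was followed for 8 min.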
USP1 inh – inhibitors of human USP1/UAF1 deubiquitinase; O94782; recombinant USP1/UAF1, Ub-Rhodamine cleavage fluorescence; Potency, µM (top dose mostly 57.1 µM), for the others: top-dose activity change, negative = inhibition, actives largely listed as inhibitors; 390,000 tested, 0.23% active; AID 743255; also: potency is read from the fitted curve at half-maximal effect; % is scaled to controls: 0 for no effect and ±100 for the full control effect; nearly all actives have a fitted effect of over 60% in size; inactives centre near -12
Target sequence (O94782 whole entry, looked up): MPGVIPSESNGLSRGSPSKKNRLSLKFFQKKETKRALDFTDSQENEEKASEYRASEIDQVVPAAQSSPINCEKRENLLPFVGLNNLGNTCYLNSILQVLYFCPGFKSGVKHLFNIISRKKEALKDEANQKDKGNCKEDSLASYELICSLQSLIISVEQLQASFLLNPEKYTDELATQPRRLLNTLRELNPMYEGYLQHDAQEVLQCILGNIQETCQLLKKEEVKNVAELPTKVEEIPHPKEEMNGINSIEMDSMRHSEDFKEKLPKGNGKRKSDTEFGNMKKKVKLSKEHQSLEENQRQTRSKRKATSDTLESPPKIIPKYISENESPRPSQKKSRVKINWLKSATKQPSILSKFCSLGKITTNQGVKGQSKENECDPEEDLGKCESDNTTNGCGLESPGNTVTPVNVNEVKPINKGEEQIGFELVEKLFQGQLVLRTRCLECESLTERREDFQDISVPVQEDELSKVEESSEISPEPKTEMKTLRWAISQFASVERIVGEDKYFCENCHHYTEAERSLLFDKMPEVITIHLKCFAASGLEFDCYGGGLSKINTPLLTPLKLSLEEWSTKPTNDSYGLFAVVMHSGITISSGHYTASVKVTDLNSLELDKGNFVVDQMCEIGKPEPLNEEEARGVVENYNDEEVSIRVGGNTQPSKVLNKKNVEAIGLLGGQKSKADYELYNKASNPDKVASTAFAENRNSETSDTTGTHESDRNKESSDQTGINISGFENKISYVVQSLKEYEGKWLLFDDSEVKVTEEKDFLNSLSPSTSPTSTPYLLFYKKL
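USP1/UAF1 complex at 1 nM was preincubated with compound for 15 min at room temperature, then Ub-Rho substrate (150nM final) was added. Fluorescence (480/540 nm) was read kinetically, 6 reads every 60 seconds.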
TRHR enhancer – allosteric enhancers of human TRH receptor; enhancement, % at 2 µM; P34981; TRHR cells, fluo-8 calcium fluorescence, EC20 TRH enhancement; 360,000 tested, 0.66% active; in the data active = enhancement above about 30%; also: 0% is about no effect
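TRHR-expressing cells loaded with fluo-8 calcium dye were read kinetically (ex 480/em 530) during compound addition, then stimulated with an EC20 of TRH (10 nM final). Enhancement of the Gq-mediated intracellular calcium response was scored.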
TrxR1 substrate – substrates of rat thioredoxin reductase 1 | O89049 | 390,000 tested, 0.01% active | purified TrxR1 substrate turnover, NADPH consumption readout | Potency, µM (titrated, usually from 114 µM), inactives show top-dose activity change, negative = substrate turnover; also: potency is read from the fitted curve at half-maximal effect; % is scaled to controls: 0 for no effect and ±100 for the full control effect; nearly all actives have a fitted effect of over 50% in size
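Rat TrxR1, dispensed at 90 nM, was prereduced with 400 uM NADPH (final) for 5 min at ~22 deg C, then incubated with compound 15 min before 400 uM selenite. A first-read NADPH fluorescence drop versus no-compound background flagged substrates.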
* marks the source's active call; other numbers are inactive results; ? = inconclusive; · = not tested or not shown; & = joins results of further samples; [ ] = remark or other dose. Unless noted, calls follow the shape of the dose curve; as a rule, active = well fitted inhibition curve with a large enough effect; inconclusive = small, poorly fitted or top-dose-only effect; inactive = no such curve, though single readings can be large or run the other way.

SMILES	D2 agonist	TRHR agonist	mIDH1 inhibitor	D2 antag	PI4K2A inh	TrxR1 inh	USP1 inh	TRHR enhancer	TrxR1 substrate
Cc1ccccc1NC(=O)Cn1cnc2c(oc3ccccc32)c1=O	1.3	0.8	1.8%	-7.8	-3.5	6.9%	-13.8%	2.4	4.5%
COc1ccc(N=C/C=C2\C=C(c3ccccc3)OC(C)(C)O2)cc1	-0.1	-0.3	4.6%	2.4	3.2	-17.4%	?	-1.9	-3.6%
COc1ccc(S(=O)(=O)N2CCC(C(=O)Nc3nccs3)CC2)cc1	1.1	0.9	3.7%	3.8	-3.6	-5.6%	-10.9%	6.4	-3.1%
COC(=O)C1CCN(C(=O)c2cc3c(=O)n4cccc(C)c4nc3n2Cc2ccccc2)CC1	-0.1	-2.1	1.6%	-0.7	0.0	12.8%[57.1 µM]	-19.5%	2.2	-8.4%[57.1 µM]
O=C(CCS(=O)(=O)c1cccs1)Nc1ccc(C(=O)NC2CCN(Cc3ccccc3)CC2)cc1	0.1	-0.1	7.8%	12.4	5.8	26.9%	-18.9%	5.5	4.8%
COc1ccc(C(=O)Nc2ccccc2N2CCN(C(=O)c3ccccc3)CC2)cc1Br	-0.2	0.6	-8.7%	14.1	-12.2	34.7%[activator]	-10.0%	4.8	14.1%
CCCNC(=O)c1nnsc1S(=O)c1ccc(Cl)cc1 (stereo unspecified)	2.7	9.0	9.8%	-2.4	0.7	0.562µM*	-25.6%	-2.3	6.5%[57.1 µM]
CCN(CC)C(=O)Oc1cc(=O)n(C)c2ccccc12	1.4	0.2	12.4%	-9.4	-6.7	7.6%	-5.4%	-1.3	-1.1%
CC(C)OC(=O)CSc1nnnn1-c1ccc2c(c1)OCCO2	-0.4	0.5	6.2%	-11.1	0.0	13.9%	?	0.1	12.0%
CS(=O)(=O)c1cccc(C(=O)OCC(=O)NC(=O)Nc2ccccc2F)c1	·	·	7.1%	·	-3.0	13.0%[57.1 µM]	?	·	12.3%[57.1 µM]
COc1cc(/C=N/NC(=S)N/N=C/c2cc(OC)c(OC)c(OC)c2)cc(OC)c1OC	·	-0.7	6.0%	·	-7.5	-20.0%	-21.8%	-0.9	-15.1%
CC(C)NC(=O)CS(=O)(=O)c1ccccc1	-1.0	0.3	-11.3%	-14.1	-3.5	11.0%[57.1 µM]	-30.1%	2.5	5.1%[57.1 µM]
COc1cccc(NC(=S)C(C#N)=C2N(C)c3ccccc3N2C)c1	0.2	0.4	-4.3%	-3.9	-10.0	-22.8%[57.1 µM]	-7.2%	20.8	0.6%[57.1 µM]
Cc1ccc(-n2nc3c(=O)n(CC(=O)NC(C)CCc4ccccc4)nc(C)c3c2C)cc1 (stereo unspecified)	-0.7	-0.6	-3.7%	-9.4	-0.7	21.5%	-10.8%	0.4	-2.6%
COCCCNC(=S)NCCc1ccc(F)cc1	-0.3	-0.6	1.8%	-2.1	-2.4	-5.4%	7.4%	3.4	-1.0%
COc1ccc(Br)cc1/C=C1\Oc2ccccc2NC1=O	0.2	-0.4	0.9%	9.3	8.9	21.1%	-16.6%	2.0	3.7%
O=C(CSc1ccc(-c2ccccc2)nn1)c1ccccc1	-1.2	1.9	9.2%	7.7	-2.6	9.1%	-9.1%	-0.7	5.3%
N#Cc1c(NC(=O)C2CC(Cl)=CCC2C(=O)O)sc2c1CCCC2 (stereo unspecified)	-0.7	-0.3	10.8%	-21.5	3.1	-1.6%[57.1 µM]	-5.7%	-1.7	-4.4%[57.1 µM]
Cc1cc(C(=O)CN2C(=O)c3ccccc3C2=O)c(C)n1Cc1cccs1	0.3	0.7	4.5%	11.0	-4.5	7.3%	-22.1%	-0.4	7.3%
Cc1cccc(NC(=O)/C(C#N)=C\c2ccc(C(=O)O)cc2)c1	0.1	-0.3	11.1%	1.8	-12.3	-6.8%[57.1 µM]	-17.9%	-0.2	2.2%[57.1 µM]
Cc1ccc(NC(=O)CN2C(=O)S/C(=C\C(=O)Nc3ccc(Cl)cc3)C2=O)cc1	·	-0.1	3.5%	·	3.3	14.1%	-17.6%	-0.6	-1.6%
Cc1ccc2c(c1)[C@H]1[C@H](CO2)[C@H](c2ccccc2)[C@]2(C)C(=O)N(CC3CCCO3)CC(=O)N12 (stereo partly specified)	·	·	-8.1%	·	-1.2	9.6%	-6.9%	·	6.9%[57.1 µM]
CCOC(=O)COc1c(Cl)cc(C2NC(=S)NC(c3ccccc3)=C2C(C)=O)cc1OCC (stereo unspecified)	-1.3	-0.7	-0.5%	0.4	-2.3	1.6%	6.3%	-0.1	-2.4%
CCCC(=O)N1CCC(CCC(=O)NC2CC2)CC1	0.2	0.4	1.8%	1.1	-5.2	24.6%	-10.9%	0.7	10.4%
O=C(C1=C(O)C(=O)N(Cc2ccco2)C1c1cccc(O)c1)c1ccco1 (stereo unspecified)	-1.2	0.1	10.6%	-13.3	-3.3	6.1%[57.1 µM]	-17.6%	0.3	-7.4%[57.1 µM]
SMILES	D2 agonist	TRHR agonist	mIDH1 inhibitor	D2 antag	PI4K2A inh	TrxR1 inh	USP1 inh	TRHR enhancer	TrxR1 substrate
CCOC(=O)C1CCN(C(=O)CCS(=O)(=O)c2ccc3c(c2)CC(C)N3C(=O)CC)CC1 (stereo unspecified)	0.2	-0.5	4.6%	12.6	1.7	10.4%[57.1 µM]	-2.3%	6.0	-21.5%[57.1 µM]
c1ccc(C2C3=C(Nc4ncnn42)c2ccccc2CCC3)cc1 (stereo unspecified)	-0.8	-0.4	2.3%	-10.7	0.8	0.8%	-0.2%	0.2	-8.5%
Cc1ccc(C(=O)c2oc3ccccc3c2NC(=O)COc2ccc(C(C)C)cc2)cc1	0.5	-0.1	-8.3%	·	-3.0	15.1%	-19.1%	-1.4	0.2%
CC1(C)c2cc(O)ccc2OC1N1CCOCC1 (stereo unspecified)	-1.2	-0.1	4.7%	11.7	-0.9	15.2%	-10.4%	2.3	-0.3%
COc1ccc(NC(=O)CSc2nnc(NC(=O)c3ccc(S(=O)(=O)N4CCOCC4)cc3)s2)cc1	-0.4	0.3	-3.5%	-2.9	2.6	-14.5%	1.8%	11.4	0.5%
CCOC(=O)c1ccc(NC(=O)C2CCCN(c3cnccn3)C2)cc1 (stereo unspecified)	0.4	-0.4&0.2	0.2%&1.3%	·	-2.4&0.6	-3.3%&8.6%	-6.9%&-19.5%	9.7&9.7	-3.8%&1.6%
CC(C)C(=O)Nc1ccc(S(=O)(=O)N2CCC(c3nc4ccccc4[nH]3)CC2)cc1	-0.9	1.4	7.6%	4.8	-3.0	26.5%	-11.8%	0.6	9.7%
COc1ccc(/C=C(\NC(=O)c2ccc(Cl)cc2)C(=O)NCCCN2CCOCC2)cc1OC	0.6	0.4	-2.1%	16.7	-0.7	2.6%	-0.2%	4.2	-4.1%
CCc1cc(=O)oc2cc(OC(C)C(=O)NCCCn3ccnc3)ccc12 (stereo unspecified)	0.5	0.3	-7.4%	-3.1	4.5	15.7%	-29.8%	4.3	16.9%
CC1=C(C(=O)OC(C)C)C(c2ccccc2)NC(=S)N1C (stereo unspecified)	-0.9	-0.9	1.8%	-8.2	5.8	-17.6%	-2.2%	5.7	-16.6%
CC(C)CC(c1nnnn1C(C)C)N1CCN(c2cccc(Cl)c2)CC1 (stereo unspecified)	0.3	-0.7	0.1%	1.9	-0.8	10.2%[57.1 µM]	-14.5%	0.2	3.5%[57.1 µM]
CCOc1cc(/C=N/N=C(\N)c2nonc2N)cc(Br)c1OCc1cccc2ccccc12	0.8	0.4	-2.3%	8.1	3.0	14.6%[57.1 µM]	-8.2%	18.3	-9.7%
NC(=S)NN=C1c2cc(Cl)ccc2-c2c1cc(Cl)cc2[N+](=O)[O-]	·	·	2.7%	·	13.7	14.8%[11.4 µM]	-16.3%	·	7.3%[11.4 µM]
Cc1cccc(OCc2nc(C#N)c(NCc3ccc4c(c3)OCO4)o2)c1	-0.2	-0.3	2.2%	0.5	-14.5	2.3%	-27.1%	-2.9	-1.8%
Cc1ccc(C)n1-c1ncn[nH]1	0.1	0.3	1.3%	9.7	-3.5	27.2%	-24.3%	30.2*	13.1%
Cc1ccc2nc(NC(=O)C3CCN(S(=O)(=O)c4cc([N+](=O)[O-])ccc4Cl)CC3)sc2c1	2.3	0.4	2.1%	-4.3	-6.0	2.0%	-12.1%	-2.2	0.7%
Cc1cc(C)c(NC(=O)C2CCCN2CCOC(=O)c2cccc([N+](=O)[O-])c2)c(C)c1 (stereo unspecified)	-1.0	-1.2	7.5%	-5.8	-4.1	48.8%[activator]	-7.1%	-9.6	6.9%
COc1ccc(NC(=O)Cn2cnc3c(cnn3C(C)(C)C)c2=O)cc1OC	-1.1	-0.5	2.2%	6.5	3.3	10.9%[57.1 µM]	-17.1%	8.7	5.3%[57.1 µM]
O=C(NC1CCN(Cc2ccccc2)CC1)C1CCCN(c2nnc(-n3cccc3)s2)C1 (stereo unspecified)	1.0	-0.2	18.6%	-1.5	0.8	11.2%[57.1 µM]	-16.1%	-0.5	15.3%[57.1 µM]
O=C1OC2(c3ccccc31)c1cc(I)c(O)c(I)c1Oc1c2cc(I)c(O)c1I	104.9*	241.6*	·	53.3*	?	·	·	-10.0	·

Single records, from the list above. Order of values: D2 agonist, TRHR agonist, mIDH1 inhibitor, D2 antag, PI4K2A inh, TrxR1 inh, USP1 inh, TRHR enhancer, TrxR1 substrate
`Cc1ccc2nc(NC(=O)C3CCN(S(=O)(=O)c4cc([N+](=O)[O-])ccc4Cl)CC3)sc2c1` is entered as 2.3, 0.4, 2.1%, -4.3, -6.0, 2.0%, -12.1%, -2.2, 0.7%
`Cc1cc(C)c(NC(=O)C2CCCN2CCOC(=O)c2cccc([N+](=O)[O-])c2)c(C)c1` (stereo unspecified) is entered as -1.0, -1.2, 7.5%, -5.8, -4.1, 48.8%[activator], -7.1%, -9.6, 6.9%
`COc1ccc(/C=C(\NC(=O)c2ccc(Cl)cc2)C(=O)NCCCN2CCOCC2)cc1OC` is entered as 0.6, 0.4, -2.1%, 16.7, -0.7, 2.6%, -0.2%, 4.2, -4.1%
